# SARS 3CLpro inh = SARS-CoV 3CLpro protease inhibition | P0C6X7 | recombinant SARS-CoV 3CLpro, quenched FRET peptide cleavage | inhibition, % at 6 µM | actives 0.14% (n = 290,000) | AID 1706; in the data active means inhibition above about 12%
# MazEF act = increases E. coli MazEF RNase cleavage of RNA. activation, % at 20 µM. P0AE70. actives 0.32% (n = 350,000). FAM/BHQ RNA-DNA oligo cleavage fluorescence, 5 h; in the data active means activation above about 50%
# PrPC surface inh = reduces human prion protein on the cell surface; inhibition, % at 13.8 µM; cell surface PrPC, TR-FRET read-out; actives 0.43% (n = 370,000); P04156; in the data active means inhibition above about 24%; further: 0% = median of the test wells and 100% = reference compound wells
# TcdB GH inh = blocks C. difficile toxin B glycohydrolase activity; inhibition, % at 9.99 µM; P18177; TcdB glycohydrolase enzymatic assay, plate reader; AID 652162; actives 0.24% (n = 350,000); in the data active means inhibition above about 10%
# Rv3671c protease = Rv3671c (M. tuberculosis) protease inhibition. P9WHR9. AID 2606. actives 0.048% (n = 320,000). inhibition, % at 5.96 µM; in the data active means inhibition above about 38%;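 further: extracellular domain of Rv3671c used as enzyme; 0% = enzyme with DMSO and 100% = no enzyme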
# PriA SSB inh = inhibitors of Klebsiella pneumoniae PriA binding to SSB C-terminal tail | actives 0.6% (n = 430,000) | AlphaScreen SSBct-PriA binding, biotinylated peptide | AID 1272365 | inhibition, % at 33 µM; in the data active means inhibition mostly above about 37%, no sharp cut-off; inactive means mostly below about 20%;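 further: plate controls were negative control peptide for no effect and reference peptide for full effect; strong numbers were not always called active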
# CCHF vOTU inh = CCHFV vOTU protease inhibition; AID 651958; Pep-AMC fluorescence; actives 0.55% (n = 370,000); inhibition, % at 11.5 µM; in the data active means inhibition above about 30%; further: 0% = vehicle wells with enzyme and 100% = no enzyme wells
# VHR inh abs = blocks human VHR1 dual specificity phosphatase; P51452; recombinant VHR phosphatase, pNPP absorbance; inhibition, % at 13.3 µM; actives 0.52% (n = 290,000); in the data active means inhibition above about 50%; further: some compounds called inactive have numbers as strong as hits
# Vc quorum ag = quorum light induction in luxS cqsA deficient V. cholerae; V. cholerae BH1578 lux reporter, luminescence, 6 h; activation, % at 18.7 µM; actives 0.16% (n = 350,000); in the data active means activation mostly above about 9.7%, no sharp cut-off; further: not every result past the cut was called active; inactives centre near 0; reference of the scale not given here
# Y pestis TopoI = blocks Yersinia pestis topoisomerase I activity; Y. pestis Topo-I cleavage product accumulation, plate reader; activity, % at 10 µM; actives 0.064% (n = 360,000); AID 504884; in the data active means activity above about 50%, passing the limit was not always enough; further: inactives centre near 2
# Active calls of the source: *; i = inactive; . = not tested or not shown; & = joins results of further samples.
# Values in the order – SARS 3CLpro inh, MazEF act, PrPC surface inh, TcdB GH inh, Rv3671c protease, PriA SSB inh, CCHF vOTU inh, VHR inh abs, Vc quorum ag, Y pestis TopoI
COc1ccc(-c2noc([C@@H]3O[C@H](CO)[C@H](O)[C@H](O)[C@H]3O)n2)cc1OC
→ ., ., 8, -1.2, ., ., -3, ., i, -2
CCc1c(C)sc(NC(=O)c2cccs2)c1C#N
→ 0, 2, -2, 2.1, -10, -3, 6, -2, -0.3, 4
CC1(C(=O)NS(=O)(=O)Cc2ccccc2C(F)(F)F)CCN1C(=O)c1ccco1 (stereo not given)
→ ., ., 6, 1.6, ., ., -5, ., 0.9, 4
O=C(CSc1nc2cc(Cl)ccc2o1)c1cccs1
→ 0, -2, -1, ., 5, -41, -1, -1, 0.6, 17
O=C(OCC(CO)OC(CO)n1ccc(=O)[nH]c1=O)c1ccccc1 (stereo not given)
→ -3, 1, -1, ., 3, -11, 8, 14, 5.0, -1
O=C(CCN1C(=O)c2ccccc2C1=O)N1CCC(c2ccccc2)C1 (stereo not given)
→ 2, -1, -3, ., 3, -4, -1, 5, -0.2, 10
Cc1ccc(CN2CCC[C@]3(N[C@H](c4ccc(C(F)(F)F)cc4)[C@@H]4C(=O)N(Cc5ccccc5)C(=O)[C@@H]43)C2=O)cc1
→ ., 8, -3, -0.7, ., ., 20, ., i, 14
Cc1cc(C2=NNC(=NC3CC3)SC2)c(C)n1-c1c(C)n(C)n(-c2ccccc2)c1=O
→ -2, 4, 7, ., 1, 4, 11, -11, -0.5, 3
COCCN1C(=O)/C(=C/c2cc3c(cc2Br)OCO3)NC1=S
→ 7, 10, -7, 1.4, 4, 1, 10, 11, i, 2
CCn1c(SCC(=O)Nc2ccccc2Br)nnc1-c1cnccn1
→ 3, 8, 4, 0.4, -2, -3, 1, 2, -0.2, 2
COc1cc2oc(-c3ccc(O)cc3)cc(=O)c2c(OC)c1O
→ -1, 6, -7, 4.0, ., -8, 21, 27, i, 3
Cc1nc2sccn2c(=O)c1Br
→ 1, 4, 0, ., -2, 0, 6, 0, -3.4, -2
COc1ccc(NC(=O)CN(c2ccc(C(C)C)cc2)S(=O)(=O)c2c(C)noc2C)cc1OC
→ -1, 10, 7, -2.7, 5, 4, 1, 16, -0.2, 1
CCCCC(CC)CNC(=O)C1CCCN(S(=O)(=O)c2cnc[nH]2)C1 (stereo not given)
→ -1, 22, -6, -0.3, -1, -10, -5, 28, -0.2, 4
C=CC[C@@H](CC(=O)N[C@@H](CO)Cc1ccccc1)C(=O)N[C@H](COC(=O)[C@@H](CC=C)CC(=O)OC(C)(C)C)Cc1ccccc1
→ ., 3, -1, 0.0, -5, -10, 39*, ., -1.0, 12
Cc1cc(NC(=O)CSc2nc3c(c(=O)n2-c2ccc(Br)cc2)SCC3)no1
→ -1, 11, 2, ., -9, -4, 8, 26, -6.9, -4
O=C(NC(=O)N1CCCc2ccccc21)c1ccccc1
→ -4, 5, 6, -0.9, 4, 26, 0, 22, -2.8, 0
COc1ccc(C)cc1NC(=O)NC1CC(=O)N(c2ccc3c(c2)OCCO3)C1 (stereo not given)
→ ., -3, -3, 0.5, ., 9, 1, ., -0.4, 6
CCOC(=O)c1cc(-c2ccccc2)sc1NC(=O)C(C)C
→ -3, 3, -3, -0.4, 1, -29, 2, -38, -0.2, 17
CC(C)c1nnc(SCC(=O)NC(C)(C)C)n1C
→ 2, -30, 4, 0.8, -2, -14, -12, 22, -0.5, -2
CC(C)Cc1nc(SCC(=O)NCC2CCCO2)c2c(=O)n(C)c(=O)n(C)c2n1 (stereo not given)
→ -2, 2, 0, -0.4, 0, -1, 2, 24, i, 1
COC(=O)c1ccc(=O)c2nc3/c(=C/O)c(O)cc(=O)c3[nH]c12
→ -2, 12, 10, 0.3, 20, ., 26, ., -0.4, -12
CC(C)(C)n1ncc2c(=O)n(CC(=O)N3CCCC3)cnc21
→ -3, 23, 10, 0.7, 3, 8, -20, -3, i, -7
O=C(CSc1ncccn1)N1CCCc2ccccc21
→ 1, 4, 2, -1.4, 9, -1&-17, -4, -1, -0.1, 5
O=[N+]([O-])c1cccc(COc2ccc(CN3CCCCC3)cc2)c1
→ ., 4, -24, -0.2, ., -3, -6, ., -1.4, -1
Cc1nn(C)cc1S(=O)(=O)Nc1ccc2c(c1)OCCO2
→ 3, 6, -4, 0.2, 8, 2, 1, 20, i, 1
Cc1ccc(C(=O)NC(=S)Nc2cccc3nsnc23)cc1
→ -1, -9, -6, ., -16, -16, 19, 3, i, -2
COC(=O)c1cc(S(=O)(=O)NCCN2CCOCC2)cn1C
→ -5, 7, 5, 2.9, -5, -7, 6, -4, i, -2
Cc1nc(-c2ccc(F)cc2)c(CC(=O)Nc2cccc(S(=O)(=O)N3CCOCC3)c2)s1
→ ., -2, 12, -4.1, -3, -12, 6, ., -1.4, 2
COc1cccc(NC(=O)CN(C)C(=O)/C=C/c2cn(Cc3ccccc3)nc2-c2cccnc2)c1
→ ., 2, -1, 1.6, -6, 3, -1, ., 3.4, 18

# New compounds follow
SMILES	SARS 3CLpro inh	MazEF act	PrPC surface inh	TcdB GH inh	Rv3671c protease	PriA SSB inh	CCHF vOTU inh	VHR inh abs	Vc quorum ag	Y pestis TopoI
CCN1CCCC1CNC(=O)Cn1nc(C)n2c(cc3cc(F)ccc32)c1=O (stereo not given)	6	3	-9	2.8	3	-16	24	7	0.4	-5
Nc1nnc(SCCCC(=O)c2ccccc2)s1	1	0	-2	0.4	-22	-11	-14	5	i	2
CCc1ccc([C@@H]2C[C@H]3[C@@H](CN2S(=O)(=O)c2ccc(C)cc2)C(=O)C[C@@H](c2cccc(Cl)c2)N3S(=O)(=O)c2ccc(C)cc2)cc1	.	-18	6	0.9	.	.	24	.	-0.4	-4
O=C(CN1CCOCC1)Nc1nc(-c2ccccc2Cl)cs1	1	-3	-2	1.3	-7	-10	2	7	i	0
CCCc1nnc(NC(=O)c2c(O)c3cccc4c3n(c2=O)CC4)s1	.	2	.	.	3	1	.	-1	.	.
O=C(CSc1ccc2ccccc2n1)NCCCN1CCCC1=O	.	-3	2	-1.5	3	-5	-1	.	i	0
O=C(NNC(=O)C1CCN(S(=O)(=O)c2ccc(Cl)cc2)CC1)c1ccccc1	-3	-3	-4	0.7	2	3	3	-13	-0.2	-3
CCOc1ccc(-c2nc(CSCC(=O)NCCCN3CCCC3=O)c(C)o2)cc1	3	-4	5	1.0	-5	-13	-3	-9	-0.3	10
Cc1ccccc1OCCCC(=O)Nc1ccc(N2CCOCC2)cc1	-4	3	5	.	6	10	-6	23	-5.0	4
O=C(Cn1ncc(Cl)c(Cl)c1=O)N1CCOCC1	6	14	-5	1.0	-4	-8	2	14	-0.4	5
COc1ccc(C(C)(NC(C)=O)c2nc(-c3cccc(F)c3)cs2)cc1 (stereo not given)	.	.	1	1.1	.	.	-1	.	-0.6	15
Cc1cc(NC(=O)CSc2nnc(-c3ccccc3)o2)no1	6	3	6	-0.8	-9	-1	2	18	-0.1	2
COc1ccc(C(=O)NCCCn2ccnc2)cc1	-5	0	6	.	-1	-6	1	8	-0.4	-4
O=C1CCCc2nn(-c3ccccc3)c(-c3ccncc3)c21	0	3	1	.	3	3	1	12	.	6
Cc1nc(NCCN2CCOCC2)c2nnn(Cc3c(F)cccc3Cl)c2n1	-2	-5	2	.	-2	14	-5	3	-1.5	-2
CC(C)OC(=O)CSc1nnc(C2CCCCC2)n1N	1	-3	3	0.8	-3	-4	-14	-21	-0.4	-2
O=S(=O)(c1ccc(F)c(F)c1)N1CCN(S(=O)(=O)c2cccs2)CC1	0	-6	8	-3.0	15	-8	-8	-19	-0.1	1
NCCc1nc2ccccc2s1	4	1	-2	-0.5	-3	0	3	13	-0.2	4
CCOC(=O)c1cn(CC)c2cc(N3CCCCC3)c(F)cc2c1=O	-5	14	-4	6.3	-1	-26	3	.	i	8
C=CCN1C(=O)CS/C1=C(\C#N)S(=O)(=O)c1ccc(C)cc1	2	0	-6	.	-62	-9	18	18	-0.5	9
NC(=O)COC(=O)c1sc2cc(F)ccc2c1Cl	2	0	14	0.9	-9	-2	7	3	i	-8
CCSc1nc(N)nc2c1ncn2C1OC(CO)C(O)C1O (stereo not given)	.	3	-15	2.1	.	-2	9	.	3.3	6
O/N=C1\CCc2cc(Cl)ccc21	1	15	0	.	-8	.	1	45	-11	-3
CSc1cccc(-n2cc(-c3ccc4c(c3)OCO4)[nH]c2=O)c1	6	-3	.	.	-5	-5	.	19	-0.2	4
CCOc1ccc(-c2nc(CSCC(=O)NCCN3CCOCC3)c(C)o2)cc1	1	-1	4	.	1	-13	3	7	0.6	8
Cc1ccc(C(=O)N2CCCC(c3nc4c(nnn4Cc4ccccc4)c(=O)[nH]3)C2)cc1 (stereo not given)	0	2	-8	.	4	4	-2	-10	-0.9	28
Fc1ccc(CNC(=S)Nc2ccccc2F)cc1	3	-4	1	0.5	2	-7	-2	38	-0.5	-8
Cc1cccc(N2CCN(C(=O)c3cccc(S(=O)(=O)N4CCCCC4)c3)CC2)c1C	.	10	-2	0.7	3	-15	1	.	-2.9	0
COc1cc(C(c2sc3ncnn3c2O)N2CCN(c3ccccc3F)CC2)cc(OC)c1OC (stereo not given)	-2	8	4	-3.1	3	1	5	17	i	17
CCc1ccc(CN(C(=O)c2oc3ccccc3c2C)C2CCS(=O)(=O)C2)cc1 (stereo not given)	-1	6	-4	-0.1	0	-6	3	6	-0.3	17
COc1ccc(OCC(=O)Nc2ccc3c(c2)C(=O)NC3=O)cc1	7	3	-6	-0.1	-2	-8	25	1	-0.4	4
CCCCOc1ccc(-c2nc(/C=N/c3nccs3)c(O)o2)cc1	-1	24	-1	1.0	-5	.	-7	12	i	-6

# Structures listed so far with a Cl atom:
SMILES	SARS 3CLpro inh	MazEF act	PrPC surface inh	TcdB GH inh	Rv3671c protease	PriA SSB inh	CCHF vOTU inh	VHR inh abs	Vc quorum ag	Y pestis TopoI
O=C(CSc1nc2cc(Cl)ccc2o1)c1cccs1	0	-2	-1	.	5	-41	-1	-1	0.6	17
CCc1ccc([C@@H]2C[C@H]3[C@@H](CN2S(=O)(=O)c2ccc(C)cc2)C(=O)C[C@@H](c2cccc(Cl)c2)N3S(=O)(=O)c2ccc(C)cc2)cc1	.	-18	6	0.9	.	.	24	.	-0.4	-4
O=C(CN1CCOCC1)Nc1nc(-c2ccccc2Cl)cs1	1	-3	-2	1.3	-7	-10	2	7	i	0
O=C(NNC(=O)C1CCN(S(=O)(=O)c2ccc(Cl)cc2)CC1)c1ccccc1	-3	-3	-4	0.7	2	3	3	-13	-0.2	-3
O=C(Cn1ncc(Cl)c(Cl)c1=O)N1CCOCC1	6	14	-5	1.0	-4	-8	2	14	-0.4	5
Cc1nc(NCCN2CCOCC2)c2nnn(Cc3c(F)cccc3Cl)c2n1	-2	-5	2	.	-2	14	-5	3	-1.5	-2
NC(=O)COC(=O)c1sc2cc(F)ccc2c1Cl	2	0	14	0.9	-9	-2	7	3	i	-8
O/N=C1\CCc2cc(Cl)ccc21	1	15	0	.	-8	.	1	45	-11	-3

# Only part of the results is shown. The share of hits here may be higher or lower than overall.
